MRP1 act: H69AR viability gain despite doxorubicin, primary screen, MRP-1 activator project, H69AR cells, CellTiter-Glo. viability rescue. viability increase, % at 10 µM. 0.61% of 140,000 active. AID 799, 2007;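 active = viability gain under doxorubicin at or above a set limit, the compound median plus 3 SD, cut at about 4.7% in these data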;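 note: MRP-1 overexpressing cells given doxorubicin 25 µM after compound pretreatment; 18-22 h compound pretreatment then 72 h with doxorubicin before readout; 0% = doxorubicin-only wells and 100% = vehicle-treated cells without doxorubicin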
Yeast growth inh: growth inhibitors of yeast BB579 in restrictive medium, primary screen, yeast lifespan-shortening project, S. cerevisiae; OD615, 48 h; inhibition, % at 10 µM; 0.51% of 140,000 active; AID 804, 2007;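 active = inhibition above a set limit, 3 SD over the mean compound inhibition, cut at about 44% in these data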; note: inactives centre near -24
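System: DeaD yeast strain BB579; buffer or medium: CSMM-D dextrose restrictive medium; technique: OD at 615 nm; schedule: 4 h cell preincubation, 48 h compound exposure, 30 °C humidified; doses: single 10 µM dose; controls: amphotericin B 10 µg/mL, positive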
E-sel TNF inh: E-selectin induction blockers in HUVEC – imaging, immunofluorescence, high content, primary screen; 0.71% of 120,000 active; HUVEC TNFa-induced E-selectin immunofluorescence; inhibition, % at 2 µM;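 active = inhibition above the batch mean plus 3 SD, and confirmed as a hit on visual image review, cut at about 43% in these data; inconclusive = passes the inhibition cutoff but fails visual image review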;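 note: 0% = TNF-stimulated DMSO wells and 100% = unstimulated control wells; not every result past the cut was called active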
Measles CPE: compounds protecting cells from measles virus cytopathic effect, primary screen, measles RdRp inhibitor project, single point, MLSMR library, absorbance. Measles virus-infected cells, CPE protection. protection (pct of control), % at 4 µM. 1.5% of 140,000 active; in the data active = protection mostly above about 24%, no sharp cut-off; inactive = mostly below about 26%; note: some compounds called inactive have numbers as strong as hits
Phagocyt inh: inhibitors of macrophage phagocytosis, primary screen, imaging, J774A.1 cells, IgG beads; 0.07% of 110,000 active; inhibition, % at 5 µM; J774A.1 macrophage IgG-bead phagocytosis;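 active = inhibition above the mean of the plate negative controls plus 5 SD, cut at about 13% in these data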;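 note: phagocytic index as fraction of beads internalized from green versus red external bead signal; plate controls were DMSO negative control for no effect and cytochalasin-D positive control for full effect; some results beyond the cut were filed as inactive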
NPY Y2 blocker: NPY-Y2 receptor antagonists, primary screen, cell-based; inhibition, % at 2.7 µM; 0.99% of 140,000 active; NPY-Y2 expressing cells, antagonist mode; in the data active = inhibition above about 17%;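 note: 0% = vehicle with agonist challenge and 100% = reference antagonist with challenge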
Target sequence (P49146 whole entry, looked up): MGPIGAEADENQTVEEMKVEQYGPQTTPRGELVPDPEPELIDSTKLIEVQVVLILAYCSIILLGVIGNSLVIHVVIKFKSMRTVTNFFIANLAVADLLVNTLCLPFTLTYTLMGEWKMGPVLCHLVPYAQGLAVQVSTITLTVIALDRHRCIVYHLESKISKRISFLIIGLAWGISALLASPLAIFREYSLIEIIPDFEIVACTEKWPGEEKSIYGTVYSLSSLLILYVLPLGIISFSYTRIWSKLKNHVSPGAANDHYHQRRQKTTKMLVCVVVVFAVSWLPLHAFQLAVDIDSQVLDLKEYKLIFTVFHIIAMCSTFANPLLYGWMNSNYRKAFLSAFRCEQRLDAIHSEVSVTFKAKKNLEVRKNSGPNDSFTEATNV
GALR2 blocker: GALR2 antagonists in receptor-expressing cells, primary screen; Galanin receptor type 2 (Homo sapiens), O43603; antagonist mode; inhibition, % at 4 µM; 0.39% of 140,000 active; AID 828, 2007; in the data active = inhibition above about 27%;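 note: cells stimulated with galanin 1-16 at roughly its EC80; 0% = agonist challenge control and 100% = basal control without agonist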
Target sequence (O43603 whole entry, looked up): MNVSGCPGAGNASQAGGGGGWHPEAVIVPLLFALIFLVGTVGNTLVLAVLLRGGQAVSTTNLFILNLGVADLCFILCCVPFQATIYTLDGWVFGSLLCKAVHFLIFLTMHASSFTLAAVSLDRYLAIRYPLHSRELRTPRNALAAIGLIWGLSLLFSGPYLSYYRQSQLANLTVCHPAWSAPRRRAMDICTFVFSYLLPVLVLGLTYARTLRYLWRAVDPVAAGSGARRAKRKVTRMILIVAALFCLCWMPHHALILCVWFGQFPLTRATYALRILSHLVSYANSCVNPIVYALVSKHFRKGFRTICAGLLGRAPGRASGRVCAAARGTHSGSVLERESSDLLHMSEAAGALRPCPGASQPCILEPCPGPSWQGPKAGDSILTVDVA
Yeast lifespan up: compounds extending yeast replicative lifespan, primary screen, S. cerevisiae, OD615. S. cerevisiae growth with nicotinamide; deaD strain in restrictive glucose medium. inhibition of the nicotinamide effect, % at 10 µM. 0.68% of 130,000 active;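 active = inhibition above a set limit, placed 3 SD over the median of all compounds, cut at about 26% in these data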;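 note: 0% = nicotinamide-treated wells and 100% = cells grown without nicotinamide; some compounds called inactive have numbers as strong as hits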
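assay system = DeaD-strain S. cerevisiae | buffer or medium = restrictive glucose medium | reagent = 1.5 mM nicotinamide | compound = 10 µM single point, 0.25% DMSO | incubation = 48 h compound exposure at 30 °C, humidified | signal = OD615 measurement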
HCT116 bCat-KO: primary screen for growth suppressors in beta-catenin knockout HCT116 cells (colon tumor, human) | viability, % at 10 µM | 1.5% of 140,000 active | HCT116 beta-catenin knockout viability, CellTiter-Glo, 60 h; active compounds read low;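 active = viability at or under a set limit, the compound median less 4 SD, cut at about 6% in these data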;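 note: 0% = Hyamine 1622 control at 20 µM and 100% = untreated cell control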
HCT116 PTEN-null: growth suppression of PTEN-null HCT116, primary screen, cell-based, CellTiter-Glo. AID 827, 2007. 1.2% of 140,000 active. viability, % at 10 µM. HCT116 PTEN-null viability, 60 h; active compounds read low;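 active = viability at or below a set limit, 4 SD under the median of all tested compounds, cut at about 3.7% in these data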;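 note: PTEN knockout HCT116 line with beta catenin targeted HCT116 as companion control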
An asterisk follows results filed as active; ? = inconclusive; / = not tested or not shown; & = joins results of further samples.

SMILES | MRP1 act | Yeast growth inh | E-sel TNF inh | Measles CPE | Phagocyt inh | NPY Y2 blocker | GALR2 blocker | Yeast lifespan up | HCT116 bCat-KO | HCT116 PTEN-null
Cc1ccsc1/C=N/NC(=O)c1ccc2nc[nH]c2c1 | -3.7 | 18 | / | 3 | -2 | 3 | -1 | 2 | 80 | 88
N/C(=N\OC(=O)C1CCCCC1)c1ccccn1 | -0.7 | -13 | / | 5 | / | 0 | 0 | -5 | 93 | 94
CCn1c(C(=O)N2CCC(C(=O)NCc3ccc4c(c3)OCO4)CC2)cc2sccc21 | -1.1 | -8 | 0 | 3 | 0 | 5 | 6 | -7 | 83 | 79
COc1cc(/C=N/n2cnnc2)ccc1OS(=O)(=O)c1ccccc1[N+](=O)[O-] | -4.6 | -33 | / | 3 | -5 | 1 | -3 | -3 | 88 | 89
Cc1ccc(C(=O)NC(=S)Nc2ccc3[nH]c(=O)[nH]c3c2)cc1 | -0.8 | -24 | / | 6 | -4 | 2 | -1 | 1 | 100 | 101
O=[N+]([O-])c1ccc(NCc2ccccc2)nc1 | -1.9 | -13 | 27 | 5 | -8 | 1 | 10 | -1 | 97 | 95
Nn1cnc2sc3c(c2c1=O)CCC3 | -2.1 | 8 | -1 | 15 | -1 | 0 | -4 | -8 | 97 | 95
COc1ccc(/C=N/NC(=O)CN2CCS(=O)(=O)CC2)cc1 | -1.2 | -40 | 29 | 3 | 1 | -2 | -1 | -17 | 110 | 99
NC(N)=Nc1nc(CSCC/C(N)=N/S(N)(=O)=O)cs1 | -0.6 | -46 | / | 19 | / | 1 | 8 | 4 | 105 | 100
Cc1ccccc1C(=O)OCn1nnc2ccccc2c1=O | -0.1 | 12 | -45 | 7 | 0 | 2 | 15 | -8 | 89 | 96
Cc1cc(Nc2cc(F)ccc2C)n2nc(C)nc2n1 | -2.9 | 6 | -11 | 2 | / | -2 | -3 | 2 | 98 | 100
CCc1ccc(Sc2cc(C(=O)NCCN3CCOCC3)c3ccccc3n2)cc1 | -3.5 | 39 | / | 13 | -13 | 4 | -5 | -4 | 85 | 86
CCCn1nc(C(=O)OCn2nnc3ccccc3c2=O)c2ccccc2c1=O | 1.3 | -25 | / | 21 | 4 | 3 | -3 | -3 | 78 | 80
Cc1ccc(Cn2nnnc2CN2CCC(NC(=O)c3ccccc3F)CC2)cc1 | -2.7 | -32 | -5 | 8 | 0 | 1 | -2 | 1 | 83 | 91
CCN(CC)CCNc1nc2ccccc2n1C | -0.9 | -39 | -2 | 17 | 2 | 3 | 0 | -7 | 81 | 92
Cc1ccc(N(C)S(=O)(=O)c2cccc(C(=O)Oc3ccc4c(C)cc(=O)oc4c3)c2)cc1 | 4.8* | -44 | / | 6 | -4 | 5 | 5 | 10 | 100 | 96
O=C(C1=C(O)C(=O)N(CCN2CCOCC2)C1c1ccncc1)c1ccco1 (stereo not given) | -2.4 | -14 | / | 4 | 2 | -1 | 0 | -4 | 103 | 108
COC(=O)c1ccc(OC(=O)c2ccccn2)cc1 | -0.2 | -57 | -15 | 33 | -1 | 0 | -5 | 11 | 95 | 106
Cc1ccn2c(C(=O)N/N=C\c3ccc4c(c3)OCO4)c(C)nc2c1 | -0.7 | 19 | / | 14 | -4 | 2 | 4 | -3 | 96 | 106
COCc1ccc2oc(C(=O)O)cc2c1 | -1.8 | -23 | / | 13 | -4 | 2 | 4 | -1 | 91 | 94
COCCN(C(=O)Cc1cccs1)C(C(=O)NCc1ccc(OC)cc1)c1ccc(C)cc1 (stereo not given) | -1.2 | -33 | 16 | 4 | 0 | 5 | -4 | -18 | 72 | 77
CS(=O)(=O)c1ccc(Sc2nc3ccccc3[nH]2)c([N+](=O)[O-])c1 | -5.2 | -27 | 8 | 1 | 0 | -1 | 17 | -18 | 65 | 61
O=C(Nc1cccc2ccccc12)c1ccc([N+](=O)[O-])s1 | -3.4 | -55 | 7 | 20 | -8 | 4 | 8 | -3 | 3.9* | 3.1*
O=C(COc1ncnc2sccc12)N1CCN(S(=O)(=O)c2ccc(Cl)cc2)CC1 | -1.4 | -5 | / | 8 | 6 | 1 | -3 | -12 | 94 | 78
O=C(N/N=C/c1cnc2ccccc2n1)c1cccc(F)c1 | -1.9 | -50 | / | 14 | -3 | 5 | -1 | -7 | 64 | 68
CC(=O)Nc1sc(C)c(C)c1C(=O)OC1CCOC1=O (stereo not given) | -3.0 | -16 | 11 | 37* | -1 | 0 | 1 | -27 | 85 | 87
COCCN1C=C(C(=O)OC)C(c2ccc3c(c2)OCO3)C(C(=O)OC)=C1 | 2.4 | -55 | / | 10 | -1 | -1 | -4 | 6 | 112 | 93
O=[N+]([O-])c1ccc(-c2csc(N3CCc4ccccc4C3)n2)cc1 | -2.1 | 9 | / | 5 | -6 | 5 | 9 | -4 | 92 | 104
O=c1c2ccccc2nnn1CSc1nnc(-c2ccco2)o1 | -3.4 | -17 | -38 | 5 | -2 | 1 | 3 | -7 | 85 | 86
O=C(Cc1cc(=O)[nH][nH]1)N/N=C/C(Cl)=C/c1ccccc1 | -0.6&-3.0 | -45&-15 | -34 | 29&17 | 2 | -2&-1 | -6&-35 | -26&-23 | 86&58 | 82&81
O=C(Cc1ccccc1)N/N=C/c1ccc([N+](=O)[O-])s1 | -5.2 | -3 | -1 | 4 | -2 | 1 | -5 | -17 | 1.4* | 1.0*
CCOc1ncccc1C(=O)NCCN1C(=O)S/C(=C/c2cccs2)C1=O | -0.5 | -10 | 12 | 5 | -3 | 11 | 1 | 4 | 89 | 97
Cc1cc(C)cc(NC(=O)CSCc2cnn(-c3ccccc3)c2-n2cccc2)c1 | -2.1 | -14 | -7 | 26 | / | 4 | -9 | -11 | 96 | 82
CC1=C(C(=O)NCc2ccccc2)C(c2cc(Br)cc(Br)c2OC(C)C)NC(=O)N1 (stereo not given) | -1.1 | -29 | -19 | 16 | / | 1 | -4 | / | 70 | 60
COc1ccccc1/C=C/C(=O)OCC(=O)NCc1ccco1 | -1.2 | -45 | / | 29 | -3 | 6 | -2 | -8 | 95 | 91
CC(C)n1nc(C(=O)OCC(=O)N(C)C2CCS(=O)(=O)C2)c2ccccc2c1=O (stereo not given) | -0.2 | -35 | / | 18 | 0 | 0 | 1 | 2 | 91 | 100
CC(C)(C)C(=O)OCc1cn(-c2ccc(Cl)cc2)nn1 | -0.3 | -32 | -46 | 3 | / | 5 | 5 | 11 | 90 | 86
CCn1nnnc1SCC(=O)Nc1nc(-c2cccs2)cs1 | -4.3 | -9 | -16 | 23 | / | 4 | 7 | -6 | 93 | 82
CCOc1ccc(NC(=O)CSc2nnc(Cn3cnc([N+](=O)[O-])n3)n2C)cc1 | -0.6 | -4 | / | 21 | -8 | 2 | 12 | -3 | 84 | 92
Cn1nnc(-c2ccc(OCc3ccccc3F)cc2)n1 | -0.1 | -41 | -8 | 11 | / | -1 | 3 | -20 | 90 | 98
CC/C(=N\n1nnnc1Nc1ccccc1)c1ccccc1 | 0.2 | -19 | 11 | 2 | / | 4 | 3 | / | 75 | 79
O=C(Nc1cnc2ccccn2c1=O)c1ccc(Cl)cc1 | -2.4 | -14 | 16 | 2 | / | 1 | -5 | -15 | 106 | 98
Cc1cc(NC(=O)NC2(C(F)(F)F)Oc3ccc(Cl)cc3O2)no1 (stereo not given) | -5.9 | -11 | 11 | 14 | / | 0 | 5 | / | 56 | 41
N#Cc1cccc(Cn2nnc(-c3ccccc3)n2)c1 | -0.5 | -28 | -18 | 25 | -2 | -3 | 3 | -22 | 91 | 75
Cc1cc(=O)c(C(=O)O)cn1Nc1ccc(F)cc1 | -1.4 | -1 | 12 | 1 | / | 0 | -18 | -7 | 94 | 104
Cc1onc(-c2c(Cl)cccc2Cl)c1C(=O)Nn1cnnc1 | 0.9 | 21 | 3 | 8 | 0 | 1 | -7 | 1 | 87 | 91
COc1ccc(CN2CCN(C(=O)c3ccco3)CC2)cc1 | -0.2 | -45 | 6 | 27 | 0 | 0 | 8 | -3 | 100 | 94
COc1ccc(C(C)(C)C)cc1NC(=O)CCCn1c(=O)oc2ccccc21 | -1.6 | -7 | / | 14 | / | 1 | -6 | -4 | 80 | 73
CCCC(=NCC(=O)O)C1=C(O)C(C(=O)OC)C(C)(C)CC1=O (stereo not given) | -1.8 | -1 | -1 | 7 | -1 | 3 | -1 | 19 | 99 | 100
O=C(NCc1cccs1)c1cc(S(=O)(=O)N2CCCCC2)ccc1Cl | -0.9 | -34 | -27 | 6 | / | -2 | -2 | / | 89 | 89
CN=C(C)C1=C(O)C(C(=O)OC)C(C)(C)CC1=O (stereo not given) | -0.4 | 0 | ? | 11 | 0 | 2 | -8 | -6 | 127 | 104
CCOC(=O)N1CCN(C(=O)CN2C(=O)COc3ccc(C)cc32)CC1 | -1.5 | -69 | -25 | 5 | 0 | -1 | -10 | -6 | 104 | 102
Cc1cc(C(=O)CSc2nc3ccccc3o2)c(C)n1C1CC1 | 0.8 | -19 | / | 11 | 0 | 6 | -16 | -14 | 77 | 79
COC(=O)c1ccc(CSc2nnc(-c3c[nH]c4ccccc34)n2-c2ccccc2)cc1 | 0.3 | -25 | / | 54* | -7 | -2 | 7 | -2 | 82 | 71
C=CCn1c(SCC(=O)NC(=O)c2cccc([N+](=O)[O-])c2)nnc1-c1ccccc1 | -0.4 | -15 | -2 | 5 | 5 | 1 | 6 | 2 | 95 | 92
CCN1C(=O)/C(=C/c2ccc(N3CCCC3)cc2)NC1=S | -2.2 | -22 | / | 9 | / | 0 | 13 | -5 | 60 | 63
Cc1ccc(C(C(=O)NC2CCCC2)N(C(=O)CNC(=O)c2cccs2)c2cccnc2)o1 (stereo not given) | -3.2 | -35 | 5 | 7 | / | 2 | -4 | / | 86 | 90
COc1ccc(C/C(O)=C(\C#N)c2nc3ccccc3[nH]2)cc1OC | -1.1 | -7 | -7 | 10 | 0 | 2 | 4 | -8 | 92 | 103
CCOC(=O)c1c(C)sc2c1N(C(=O)CN(CC)CC)c1ccccc1S2 | -5.4 | -29 | -1 | 4 | / | 3 | 9 | / | 84 | 78
Cn1c(CN2CCOCC2)nc2cc(NC(=O)c3ccccc3Cl)ccc21 | -2.0 | -26 | -1 | 3 | -1 | 5 | 8 | -3 | 89 | 90

Screening results deposited in PubChem BioAssay by several laboratories.

Rows were taken by chance; any-hit rate near 6.1%.
